# Screens deposited in PubChem by several laboratories.
# PERK inhibitor – block of dimerizer-induced PERK translation repression, primary screen, PERK inhibitor project, CHO PERK-DD cells, SEAP luminescence, HTS; CHO PERK-DD fusion, SEAP luminescence translation reporter; 220,000 tested, 0.17% active; Eukaryotic translation initiation factor 2-alpha kinase 3 (Homo sapiens), Q9NZJ5; AID 1416, 2008; inhibition, % at 5.6 µM;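 active = inhibition above the mean inhibition of all tested compounds plus 3 SD, set separately per screening campaign, cut at about 2.9% in these data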;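 also: PERK kinase domain activated by AP20187 dimerizer at 100 nM; 0% = DMSO with dimerizer and 100% = rapamycin at 8.4 µM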
# Wee1 stabilizer – Wee1 degradation inhibitors, primary screen, cell-based, HeLa, Wee1K328M-luciferase, luminescence | reporter increase, % at 5 µM | HeLa Luc-Wee1K328M stability; 100% = proteasome inhibitor MG132 effect | 220,000 tested, 1.2% active | Wee1-like protein kinase (Homo sapiens), P30291 | AID 1321, 2008;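 active = activation above the mean of all tested compounds plus 3 SD, set per screening run, cut at about 8.8% in these data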;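 also: cells exposed to compound for 20 h before luminescence read; 0% = DMSO alone and 100% = MG132 at 30 µM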
# eIF4E-4G inh – eIF4E–eIF4G protein interaction inhibitors, primary screen, biochemical, uHTS, TR-FRET, eIF4GI fragment | 220,000 tested, 0.37% active | inhibition, % at 21.7 µM | TR-FRET eIF4E-eIF4GI(517-606) binding, 2 h | Eukaryotic translation initiation factor 4E (Mus musculus) + Eukaryotic translation …;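 active = inhibition above about 30%, limit read from the data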;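 also: 0% = full FRET control wells and 100% = background wells lacking eIF4GI fragment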
# BaF3 parental – parental Ba/F3 cell viability inhibition, counter-screen for JAK2V617F inhibitor project, murine pro-B, CellTiter-Glo luminescence; CellTiter-Glo ATP luminescence; inhibition, % at 5.6 µM; 220,000 tested, 1.1% active; AID 1486, 2009;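 active = inhibition above a per-campaign cutoff, the mean inhibition of all tested compounds plus 3 SD, cut at about 27% in these data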;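 also: 0% = DMSO wells and 100% = JAK Inhibitor I control wells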
# NPY2 pot ag – NPY-Y2 potentiators or agonists, primary screen, cell-based | Neuropeptide Y receptor type 2 (Homo sapiens), P49146 | cells expressing NPY-Y2, potentiator/agonist read-out | activation, % at 3.6 µM | 220,000 tested, 0.45% active | AID 1359, 2008; in the data active = activation above about 27%;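 also: cells stimulated with NPY near EC25 plus isoproterenol at EC100; 0% = vehicle plus submaximal agonist and 100% = vehicle plus saturating agonist; some results beyond the cut were filed as inactive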
# S1P4 agonist – S1P4 receptor agonists, primary screen, cell-based | activation, % at 4.98 µM | 220,000 tested, 0.35% active | S1P4-expressing cell line, agonist reporter assay; in the data active = activation above about 11%;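 also: 0% = DMSO vehicle and 100% = reference agonist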
# Ba/F3 V617F tox – reduced viability of JAK2V617F-dependent Ba/F3 cells, primary screen, JAK2V617F inhibitor project, cell-based, Ba/F3 EpoR-JAK2V617F, luminescence | ATP luminescence | inhibition, % at 5.6 µM | 220,000 tested, 1.1% active;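 active = inhibition above the campaign mean plus 3 SD over all tested compounds, cut at about 24% in these data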;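 also: cytokine-independent growth of Ba/F3 cells driven by EpoR plus mutant JAK2; 0% = DMSO-treated cells and 100% = JAK inhibitor I control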
# S1P4 antag – S1P4 receptor antagonists, primary screen, cell-based; 220,000 tested, 0.26% active; S1P4-expressing cells, antagonist mode, reporter read-out; Sphingosine 1-phosphate receptor 4 (Homo sapiens), O95977; inhibition, % at 4.98 µM; in the data active = inhibition above about 29%;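 also: 0% = wells stimulated with agonist and 100% = vehicle wells without agonist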
# MDM2 E3 inh – MDM2-luciferase reporter signal enhancers, primary screen, MDM2 E3 ligase inhibitor project, cell-based, luminescence, 1536-well | cell-based MDM2 ubiquitination luciferase reporter, 2 h; 0 = plate control, 100 = twice control, blank-subtracted | signal enhancement, % at 5 µM | 210,000 tested, 0.11% active | AID 1230, 2008;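 active = signal enhancement of 30% or more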;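 also: luminescence tracks abundance of the self-degrading MDM2-luciferase fusion protein; higher signal means inhibition of MDM2 E3 ligase activity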
#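 System: stable MDM2–luciferase fusion reporter cells / Input: 2000 cells seeded into each well / Schedule: 4 h settle plus 2 h compound, 37 °C / Compound: single-point 5 µM / Buffer or medium: cells held in DMEM / Benchmarks: control and blank well means / Evaluation: percent signal gain over controls, blank-subtracted / Measured by: luciferase luminescence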
# Starred values were filed as active, the others as inactive; nt = not tested or not shown; [ ] = dose if it differs, or a comment.
SMILES,PERK inhibitor,Wee1 stabilizer,eIF4E-4G inh,BaF3 parental,NPY2 pot ag,S1P4 agonist,Ba/F3 V617F tox,S1P4 antag,MDM2 E3 inh
Cc1c(C(=O)O)sc2nc(SCC(=O)Nc3ccc(S(=O)(=O)NC(C)(C)C)cc3)[nH]c(=O)c12,0.2,3,1,2,6,-0.8,0,-8,-19
COC(=O)c1ccc(N)c(N=CC2=C(O)CC(C)(C)CC2=O)c1,-0.2,-3,14,-1,-12,0.0,-1,0,-9
Cc1cccc(OCC(O)CN2CCN(CCN3C(=O)c4cccc5cccc(c45)C3=O)CC2)c1C (stereo not drawn),0.1,1,1,14,30,-0.1,1,-7,6
NC(N)=N/N=C/c1ccc(Br)cc1,-0.5,7,1,34*,-8,0.4,10,-19,-8
O=S(=O)(NC1CC1)c1ccc(S(=O)(=O)N2CCc3ccccc32)cc1,0.6,0,3,4,11,-0.1,-3,-16,-8
CC(C)(C)C(=O)O/N=C(\N)c1c(Cl)cccc1Cl,1.8,-2,6,1,10,-0.6,-3,11,-12
CCN1/C(=C/C(C)=C/c2sc3ccccc3[n+]2CC)Sc2ccccc21,0.3,-2,15,75*,4,0.5,100*,-5,-51
CCOC(=O)c1c(NC(=O)CN2C(=O)NC(C)(c3ccccc3)C2=O)sc(C)c1C (stereo not drawn),-0.8,-1,-7,9,4,0.3,2,-24,1
CC(C)n1c(C(=O)OCC(=O)NCc2ccc3c(c2)OCO3)cc2sccc21,1.0,4,-5,1,-3,-1.2,-6,-2,-13
CCOC(=O)c1cccc(NC(=O)/C=C/c2ccc3c(c2)OCO3)c1,-0.3,-1,-2,10,-11,1.6,7,5,-14
Oc1ccc(C=Nc2ccccc2-c2nc3ccccc3[nH]2)c(O)c1,0.7,1,3,4,1,0.1,1,0,-10
CC(C)C(=O)NC(c1ccccc1)c1cc([N+](=O)[O-])c2cccnc2c1O (stereo not drawn),1.9,-1,-4,5,1,0.0,-2,15,3
Cc1nnc(SCC(=O)NCCN2C(=O)CSC2=O)n1-c1ccccc1,-0.6,1,1,3,-3,-1.7,4,5,-14
c1ccc(CNC23CC4CC(CC(C4)C2)C3)nc1,0.0,5,3,8,0,0.8,2,-8,-23
Cc1ccc(-n2c(SCC(=O)N/N=C/c3c(C)nn(-c4ccccc4)c3C)nc3ccccc3c2=O)cc1,1.0,0,4,7,-4,-0.8,-2,-5,-3
CCOC(=O)c1cnc(N2CCOCC2)[nH]c1=O,1.1,-1,2,7,6,0.8,0,-13,-19
O=C(CSc1nc2ccc(Cl)cc2[nH]1)c1ccc2c(c1)OCO2,0.4,-2,6,7,-30,1.3,8,-8,-25
O=C(Oc1ccc(-c2nnco2)cc1)N(c1ccccc1)c1ccccc1,0.2,5,-9,8,-1,0.4,0,-27,-10
Cc1ncc(CN2CCC(CO)(Cc3ccccc3)CC2)s1,-1.0,1,2,5,4,-0.4,3,-31,4
CCc1ccc(NC(=S)N(CCCN2CCOCC2)Cc2ccccn2)cc1,-0.4,-1,0,-1,5,-1.5,-2,-5,-15
O=C1SCC(c2ccccc2)=NN1Cc1ccccc1,-0.2,0,7,32*,-12,-3.4,5,-5,-14
CCC12CN3CC(CC)(CN(C1)C3c1c(O)ccc3ccccc13)C2=O (stereo not drawn),0.2,-1,0,-2,4,2.2,-3,-13,-20
CC(=O)OCC(=O)Nc1ccc(Br)c(C)c1,1.0,-3,3,0,1,0.2,6,-5,-31
CCc1nnc(NC(=O)C2Cc3ccccc3C(=O)O2)s1 (stereo not drawn),-1.5,-1,2,5,-2,2.2,0,-22,-12
COCCn1c(CN2CCN(c3ccc(F)cc3)CC2)nc2c1c(=O)n(C)c(=O)n2C,1.6,0,4,6,15,-1.2,-4,-2,-1

# Some of the entries so far, with values under each structure.
# Each structure is followed by: PERK inhibitor	Wee1 stabilizer	eIF4E-4G inh	BaF3 parental	NPY2 pot ag	S1P4 agonist	Ba/F3 V617F tox	S1P4 antag	MDM2 E3 inh
> CC(C)n1c(C(=O)OCC(=O)NCc2ccc3c(c2)OCO3)cc2sccc21
 : 1.0	4	-5	1	-3	-1.2	-6	-2	-13
> CCOC(=O)c1cccc(NC(=O)/C=C/c2ccc3c(c2)OCO3)c1
 : -0.3	-1	-2	10	-11	1.6	7	5	-14
> Oc1ccc(C=Nc2ccccc2-c2nc3ccccc3[nH]2)c(O)c1
 : 0.7	1	3	4	1	0.1	1	0	-10

# The listing picks up, starting 7 compounds before the break.
SMILES,PERK inhibitor,Wee1 stabilizer,eIF4E-4G inh,BaF3 parental,NPY2 pot ag,S1P4 agonist,Ba/F3 V617F tox,S1P4 antag,MDM2 E3 inh
Cc1ncc(CN2CCC(CO)(Cc3ccccc3)CC2)s1,-1.0,1,2,5,4,-0.4,3,-31,4
CCc1ccc(NC(=S)N(CCCN2CCOCC2)Cc2ccccn2)cc1,-0.4,-1,0,-1,5,-1.5,-2,-5,-15
O=C1SCC(c2ccccc2)=NN1Cc1ccccc1,-0.2,0,7,32*,-12,-3.4,5,-5,-14
CCC12CN3CC(CC)(CN(C1)C3c1c(O)ccc3ccccc13)C2=O (stereo not drawn),0.2,-1,0,-2,4,2.2,-3,-13,-20
CC(=O)OCC(=O)Nc1ccc(Br)c(C)c1,1.0,-3,3,0,1,0.2,6,-5,-31
CCc1nnc(NC(=O)C2Cc3ccccc3C(=O)O2)s1 (stereo not drawn),-1.5,-1,2,5,-2,2.2,0,-22,-12
COCCn1c(CN2CCN(c3ccc(F)cc3)CC2)nc2c1c(=O)n(C)c(=O)n2C,1.6,0,4,6,15,-1.2,-4,-2,-1
O=C(Nc1ccccc1N1CCOCC1)c1ccc(Br)o1,0.7,2,-1,4,5,-2.7,-1,-12,-17
O=C(COC(=O)c1ncc(Cl)c(Cl)c1Cl)Nc1ccccc1OC(F)F,0.3,1,-4,3,-15,0.7,3,-10,-12
COc1cc(C(=O)NCCc2cc3c(OC)ccc(OC)c3[nH]c2=O)cc(OC)c1OC,-0.2,5,1,5,-2,0.9,2,-10,23
O=C(COc1ccc(/C=N/NC(=O)c2ccccc2)cc1)Nc1ccc([N+](=O)[O-])cc1,2.0,-1,-17,4,6,-2.0,-1,-8,-12
C/C(CC(=O)Nc1ccc([N+](=O)[O-])cc1)=N/NC(=O)C1CC12CCC2 (stereo not drawn),2.4,5,1,15,3,0.7,1,-3,-11
CC(=O)N1CCN(S(=O)(=O)c2cccc(C(=O)NC3CCC(C)CC3)c2)CC1 (stereo not drawn),0.0,6,-4,6,3,1.7,0,-22,-12
O=C(c1ccc(Cl)cc1)c1c[nH]cc1-c1ccccc1,0.6,-1,0[fluorescence artefact?],2,12,1.6,1,-19,-3
O=C(O)C/C(=C\c1cccc(NC(=O)c2ccccc2Cl)c1)c1nc2ccccc2s1,-0.2,-1,7,0,-5,-0.7,1,21,nt
Cc1cc(C)c2c(=O)n(-c3ccccc3)[nH]c2n1,0.2,0,3[fluorescence artefact?],3,1,0.9,1,-20,-12
O=P(O)(O)c1ccccc1OCc1ccccc1,0.7,-1,-14,1,-14,0.8,1,-9,-5
CC1Cc2ccccc2N1C(=O)CCN1C(=O)C2C3C=CC(C3)C2C1=O (stereo not drawn),-0.1,1,-6[fluorescence artefact?],7,-10,0.8,7,3,6
Cc1ccc(SCCC(=O)OCC(=O)Nc2ccc(S(N)(=O)=O)cc2)cc1,-0.8,1,2,-2,-16,-0.9,3,15,-10
CC(Nc1nc(N2CCOCC2)nc2ccccc12)c1ccccc1 (stereo not drawn),-0.4,-2,6,3,-8,-0.3,-3,11,5
CN1CCN(c2ccccc2NC(=O)c2ccc([N+](=O)[O-])cc2Cl)CC1,-0.8,1,-1,0,-11,0.8,0,-5,-8
O=C(c1nn(Cc2ccccc2)c(=O)c2ccccc12)N1CCN(c2ccccn2)CC1,-0.7,-3,-11,-2,-9,0.0,-2,13,-6
COc1ccc(NC(=S)N(CCc2ccc(OC)c(OC)c2)Cc2ccccn2)cc1,-0.3,-2,-5,0,2,0.7,-3,-20,-22
COc1ccc(/C(N)=N/OC(=O)c2cccs2)cc1,0.7,10.0*,5,-3,14,-1.0,-1,11,-20
Cc1cc(C)nc(SCC(=O)N/N=C/c2cccn2-c2ccc(O)cc2)n1,-0.3,-2,-10[fluorescence artefact?],4,-7,2.7,0,-2,-16
CCCc1cc(=O)[nH]c(SCC(=O)c2cc(C)n(-c3cc(C)on3)c2C)n1,-0.6,0,-3,10,-18,0.1,2,-20,-11
CCOc1ccc(N2C(=O)CC(Sc3nc(C)cc(C)n3)C2=O)cc1 (stereo not drawn),0.5,5,1,3,8,0.1,-3,6,-20
Cc1ccc(C(=O)CSc2nc3ccccc3c(=O)n2-c2ccccc2)s1,0.8,1,-1[fluorescence artefact?],2,11,0.6,-5,-14,-5
Cn1c(=O)n(CC(=O)N2CCOCC2)c2ccccc21,0.8,0,-8,1,10,3.8,-3,14,-2
CN(Cc1nc(-c2ccccc2)no1)C1CCOCC1,-0.7,0,-3,-1,-25,0.1,-2,-8,-16
O=S(=O)(NCC(c1cccnc1)N1CCN(c2ccc(F)cc2)CC1)c1cc(F)ccc1F (stereo not drawn),-0.3,-1,-2[fluorescence artefact?],0,-1,1.8,0,2,nt
COc1ccc(CCNC(=O)C2CCN(Cc3nc(-c4cccc(Cl)c4)oc3C)CC2)cc1OC,-0.1,-3,5,2,9,-1.6,-2,30*,-6

# More results
SMILES,PERK inhibitor,Wee1 stabilizer,eIF4E-4G inh,BaF3 parental,NPY2 pot ag,S1P4 agonist,Ba/F3 V617F tox,S1P4 antag,MDM2 E3 inh
CCCc1ccc(OCc2ccc(C(=O)NCc3cccnc3)o2)c(OC)c1,-0.2,2,2,5,-6,-0.3,2,13,13
C/C=C/c1ccc(Oc2nnnn2-c2ccc(C(N)=O)cc2)c(OC)c1,0.2,1,4[fluorescence artefact?],4,8,1.7,-2,-19,-14
COc1cccc(NC(=O)Cn2c(=O)n(-c3ccccc3)c(=O)c3oc4ccccc4c32)c1,0.4,-3,12,3,-2,-0.5,-2,-13,14
Cc1ccc(C)n1-c1ccc(C(=O)NCC2CCCO2)cc1 (stereo not drawn),1.5,4,-4,1,4,1.5,-4,2,-15
COC(=O)c1ccc(C(=O)OC)c(NC(=O)CN(C)Cc2cccc(Cl)c2Cl)c1,0.5,-1,-2,3,-1,0.1,-3,-10,-5
O=C(CSc1nnc(-c2cccs2)o1)N1CCOCC1,0.2,0,5,8,-7,-3.3,0,-16,-5
